Bioassay records as filed in PubChem BioAssay.
ANO1 block – blocks the mouse calcium-activated chloride channel TMEM16A. normalized B-score (activity score, 25-100; higher = stronger inhibition) at 10 µM. HEK293 TMEM16A/YFP iodide influx fluorescence, ionomycin. 310,000 compounds, 1.2% hits;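 active = ratio plate-corrected score three or more library SD toward inhibition, starting fluorescence score within five deviations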;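 also: score derived from kinetic fluorescence span divided by baseline fluorescence per well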
Target sequence (Q8BHY3 whole entry, looked up): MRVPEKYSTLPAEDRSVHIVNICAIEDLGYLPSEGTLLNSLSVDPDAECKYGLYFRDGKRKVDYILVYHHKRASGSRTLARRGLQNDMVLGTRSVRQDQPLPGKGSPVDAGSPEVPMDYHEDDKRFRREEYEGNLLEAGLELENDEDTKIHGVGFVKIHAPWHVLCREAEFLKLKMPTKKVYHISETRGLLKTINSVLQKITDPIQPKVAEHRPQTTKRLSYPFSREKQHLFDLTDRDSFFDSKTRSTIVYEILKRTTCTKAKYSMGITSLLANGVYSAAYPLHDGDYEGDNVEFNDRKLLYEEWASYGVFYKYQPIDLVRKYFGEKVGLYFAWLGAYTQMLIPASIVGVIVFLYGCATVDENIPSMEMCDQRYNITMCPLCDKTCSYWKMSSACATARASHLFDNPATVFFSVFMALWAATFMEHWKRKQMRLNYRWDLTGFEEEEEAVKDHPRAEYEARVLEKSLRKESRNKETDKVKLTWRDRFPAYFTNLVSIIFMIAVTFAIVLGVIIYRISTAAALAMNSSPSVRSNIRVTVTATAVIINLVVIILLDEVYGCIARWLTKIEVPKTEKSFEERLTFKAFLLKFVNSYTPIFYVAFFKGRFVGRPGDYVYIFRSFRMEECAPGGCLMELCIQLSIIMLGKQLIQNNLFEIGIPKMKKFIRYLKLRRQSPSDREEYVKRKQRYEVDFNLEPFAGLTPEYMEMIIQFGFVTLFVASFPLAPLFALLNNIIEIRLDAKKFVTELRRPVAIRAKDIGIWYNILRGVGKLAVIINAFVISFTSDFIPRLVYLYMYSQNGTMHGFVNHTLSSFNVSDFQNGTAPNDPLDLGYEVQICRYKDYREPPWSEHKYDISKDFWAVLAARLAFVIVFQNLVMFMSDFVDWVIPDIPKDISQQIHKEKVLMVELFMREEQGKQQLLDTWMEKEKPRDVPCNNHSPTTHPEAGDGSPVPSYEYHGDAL
KCNQ1 act – potentiators or activators of human KCNQ1 potassium channel. P51787. B-score at 10 µM. 310,000 compounds, 0.35% hits. CHO-K1 KCNQ1, thallium flux FluxOR fluorescence; stronger effect = higher value. AID 2648;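 active = fluorescence ratio B-score, a plate-corrected score, at least three library SD, with initial intensity B-score within 5 SD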
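Test system: CHO-K1 cells stably expressing KCNQ1 / Medium: assay buffer / Also added: depolarizing K+/Tl+ stimulus, K2SO4 and Tl2SO4 each 12.5 mM in 5x stock / Incubation: 90 min dye loading and 20 min compound exposure, both at room temperature / Signal: thallium influx via FluxOR fluorescence, kinetic imaging / Evaluation: B score of baseline-normalized fluorescence ratio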
KCNK3 block – human KCNK3 channel inhibition, primary screen | 340,000 compounds, 0.84% hits | AID 602410 | CHO-KCNK3 thallium flux, FluxOR fluorescence; stronger effect = lower value | B-score at 10 µM;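 active = B-score under library mean minus 4 SD, starting fluorescence ratio at most library mean plus 5 SD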;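 also: more negative B-score means stronger inhibition of thallium flux through KCNK3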
KCNK9 block – human KCNK9 channel inhibition. Q9NPC2. HEK293 KCNK9, FluxOR thallium flux fluorescence; stronger effect = lower value. B-score at 10 µM. 310,000 compounds, 1.2% hits;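 active = ratio B-score over 3 SD below the library mean, with starting fluorescence within 5 SD of its mean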;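 also: negative B-score means less thallium flux so channel inhibition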
RGS4 act – potentiators or activators of RGS4 | HEK293 M3R/inducible RGS4, carbachol calcium flux Fluo4; stronger effect = lower value | B-score at 10 µM | 310,000 compounds, 0.92% hits | AID 463111;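 active = B-score of the integrated calcium signal more than 4 SD below the library mean, with starting fluorescence not abnormally high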;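 also: negative B-score means reduced calcium response which marks RGS4 activation or potentiation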
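System – HEK293 FlpIn-TREx cells, stable M3R, doxycycline-inducible RGS4 · Reagent – ECmax carbachol challenge · Times – compound preincubation 20 min at room temperature before agonist · Technique – Fluo4 fluorescence kinetic imaging of calcium · Measure – B score of integrated Fluo4 ratio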
SKKanGAS inh – SKKanGAS growth inhibition; S. pyogenes SKKanGAS, kanamycin growth, BacTiter-Glo, 6 h; inhibition, % at 7.5 µM; 300,000 compounds, 1.3% hits; AID 1662;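 active = mean replicate score, as percent of positive control median, at least 50; inconclusive = mean below 50 but one replicate at or above 50; inactive = mean and every replicate below 50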;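 also: strain carries kanamycin resistance gene driven by streptokinase promoter and grows in 40 µg/ml kanamycin; loss of luminescence reflects streptokinase promoter inhibition or plain growth inhibition; 0% = median of DMSO wells and 100% = positive control at its reference dose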
KCNQ1 block – human KCNQ1 channel inhibition; P51787; CHO-K1 KCNQ1, FluxOR thallium flux fluorescence; stronger effect = higher value; B-score at 10 µM; 310,000 compounds, 1.3% hits;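 active = compounds whose thallium flux B-score, printed positive for inhibition, exceeds three library SD while starting fluorescence stays within three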;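 also: channel opened by potassium depolarization with thallium stimulus after 20 min compound exposure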
ANO1 activ – mouse TMEM16A channel activation, primary screen. Q8BHY3. HEK293 TMEM16A/YFP-H148Q/I152L, iodide quench fluorescence; stronger effect = lower value. B-score at 10 µM. 340,000 compounds, 0.3% hits;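 active = fluorescence-ratio B-score plate-corrected deviation score at least 3 library SD below zero, with starting fluorescence score within 5 deviations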;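 also: channel opened by trigger with iodide after compound preincubation; score built on the fluorescence ratio of max minus min over baseline; more negative score means more quench and so TMEM16A activation or potentiation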
RGS4 inh – human RGS4 inhibition; B-score at 10 µM; P49798; AID 463165; 310,000 compounds, 0.45% hits; HEK293 M3R/RGS4 inducible, Fluo-4 calcium flux; stronger effect = higher value; triggered by carbachol at its EC20;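 active = B-score, a plate-corrected calcium signal, over three deviations above library mean, with baseline fluorescence within five deviations of library mean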;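 also: RGS4 expression induced by doxycycline in cells with stable M3 receptor; B-score is computed from the integrated fluorescence ratio over baseline after carbachol; higher B-score means a larger calcium signal and so more RGS4 inhibition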
hERG protect – shields human hERG channel from block by proarrhythmic agents. Q12809. CHO-hERG, FluxOR thallium flux, dofetilide IC70 present. activation (rescue from dofetilide block), less the hit threshold, % at 10 µM. 310,000 compounds, 0.51% hits. AID 1511;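 active = activation above the mean of controls blocked by dofetilide plus 5 SD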;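 also: thallium influx through hERG after potassium depolarization seen as dye fluorescence rise; in these data hits start at about 4.7%; inactives centre near -7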
HDAC3 inh – human HDAC3 inhibition; inhibition, % at 8.3 µM; AID 2718; 320,000 compounds, 0.15% hits; O15379; recombinant HDAC3, fluorogenic peptide/trypsin coupled, fluorescence; in the data active = inhibition above about 26%, passing the limit was not always enough; inconclusive = no clear call, values can overlap the other calls
Starred values were filed as active, the others as inactive. Only part of the results is shown. The share of hits here may be higher or lower than overall.

Screening c1ccc(C[n+]2ccccc2)cc1 returned ANO1 block inactive, KCNQ1 act inactive, KCNK3 block inactive, KCNK9 block inactive, RGS4 act inactive, SKKanGAS inh 2, KCNQ1 block 7*, ANO1 activ inactive, RGS4 inh inactive, hERG protect -7 and HDAC3 inh -4.
`CC(C)C/C(=N/O)c1c[nH]c2ccccc12` gave ANO1 block inactive, KCNQ1 act inactive, KCNK3 block inactive, KCNK9 block inactive, RGS4 act inactive, SKKanGAS inh -1, KCNQ1 block inactive, ANO1 activ inactive, RGS4 inh inactive, hERG protect -12 and HDAC3 inh 13.
Cc1ccc(C(=O)O)cc1N=Nc1c(O)[nH]c(=O)[nH]c1=O was read as ANO1 block inactive, KCNQ1 act inactive, KCNK3 block inactive, KCNK9 block inactive, RGS4 act inactive, SKKanGAS inh -4, KCNQ1 block inactive, ANO1 activ inactive, RGS4 inh inactive, hERG protect -4 and HDAC3 inh -6.
CC(C)(C)C(=O)Cn1c(NCCCl)nc2ccccc21 was read as ANO1 block inactive, KCNQ1 act inactive, KCNK3 block inactive, KCNK9 block inactive, RGS4 act inactive, SKKanGAS inh 5, KCNQ1 block inactive, ANO1 activ inactive, RGS4 inh inactive, hERG protect -1 and HDAC3 inh -2.
For CCCCn1c(NC(=O)c2ccc(Br)o2)c(C(=O)OCC)c2nc3ccccc3nc21 the results were ANO1 block inactive, KCNQ1 act inactive, KCNK3 block inactive, KCNK9 block inactive, RGS4 act inactive, KCNQ1 block inactive, ANO1 activ inactive, RGS4 inh inactive, hERG protect -19 and HDAC3 inh inconclusive.
`O=C(c1ccc(Cl)cc1)C12CN3CN(CN(C3)C1)C2` gave ANO1 block inactive, KCNQ1 act inactive, KCNK3 block inactive, KCNK9 block inactive, RGS4 act inactive, SKKanGAS inh 0, KCNQ1 block inactive, ANO1 activ inactive, RGS4 inh inactive, hERG protect -6 and HDAC3 inh -3.
Screening C[C@]12CCC3[C@@H](CCC4=CC(=O)CC[C@@]43C=O)C1CCC2=O (some centres not stated) returned ANO1 block inactive, KCNQ1 act inactive, KCNK3 block inactive, KCNK9 block inactive, RGS4 act inactive, SKKanGAS inh -4, KCNQ1 block inactive, ANO1 activ inactive, RGS4 inh inactive, hERG protect -9 and HDAC3 inh 10.
COc1cccc(N2C(=O)NC(=O)/C(=C/c3ccc4c(c3)Cc3ccccc3-4)C2=O)c1 was read as ANO1 block inactive, KCNQ1 act inactive, KCNK3 block inactive, KCNK9 block inactive, RGS4 act inactive, SKKanGAS inh -3, KCNQ1 block inactive, ANO1 activ inactive, RGS4 inh inactive, hERG protect -11 and HDAC3 inh -9.
Screening CN1C(=O)C(=Cc2cccnc2)C(=O)N(C)C1=O returned ANO1 block inactive, KCNQ1 act inactive, KCNK3 block inactive, KCNK9 block inactive, RGS4 act inactive, SKKanGAS inh 6, KCNQ1 block inactive, ANO1 activ inactive, RGS4 inh inactive, hERG protect -5 and HDAC3 inh -2.
O=C(COc1ccc(Cl)cc1)NCCc1cnc[nH]1 was read as ANO1 block inactive, KCNQ1 act inactive, KCNK3 block inactive, KCNK9 block inactive, RGS4 act inactive, SKKanGAS inh -1, KCNQ1 block inactive, ANO1 activ inactive, RGS4 inh inactive, hERG protect -7 and HDAC3 inh -7.
For COC12C(COC(N)=O)C3=C(C(=O)C(C)=C(N)C3=O)N1CC1C2N1C (configuration not stated) the results were ANO1 block inactive, KCNQ1 act inactive, KCNK3 block inactive, KCNK9 block inactive, RGS4 act inactive, SKKanGAS inh 111*, KCNQ1 block inactive, ANO1 activ inactive, RGS4 inh inactive, hERG protect -2 and HDAC3 inh 9.
`CC(=O)c1ccc(OCC(=O)N2CCCC(N(C)Cc3ccccc3)C2)cc1` (configuration not stated) gave ANO1 block inactive, KCNQ1 act inactive, KCNK3 block inactive, KCNK9 block inactive, RGS4 act inactive, SKKanGAS inh -2, KCNQ1 block inactive, ANO1 activ inactive, RGS4 inh inactive, hERG protect -5 and HDAC3 inh 1.
For CCC(C)n1c(O)c(C(c2ccccn2)c2c(O)n(C(C)CC)c(=S)[nH]c2=O)c(=O)[nH]c1=S (configuration not stated) the results were ANO1 block inactive, KCNQ1 act inactive, KCNK3 block inactive, KCNK9 block inactive, RGS4 act inactive, SKKanGAS inh -3, KCNQ1 block inactive, ANO1 activ inactive, RGS4 inh inactive, hERG protect -8 and HDAC3 inh 1.
Screening O=C(N/N=C/c1c(O)n(Cc2ccccc2)c(=O)[nH]c1=O)c1ccncc1 returned ANO1 block inactive, KCNQ1 act inactive, KCNK3 block inactive, KCNK9 block inactive, RGS4 act inactive, SKKanGAS inh 10, KCNQ1 block inactive, ANO1 activ inactive, RGS4 inh inactive, hERG protect -8 and HDAC3 inh 7.
For Cc1ccc(-n2nc(C)c3c2NC(=O)CSC3c2ccc3c(c2)OCO3)cc1 (configuration not stated) the results were ANO1 block inactive, KCNQ1 act inactive, KCNK3 block inactive, KCNK9 block -13*, RGS4 act inactive, SKKanGAS inh 12, KCNQ1 block inactive, ANO1 activ inactive, RGS4 inh inactive, hERG protect -11 and HDAC3 inh -3.
`O=C(Nc1cccc(C(F)(F)F)c1)c1cccn(Cc2ccc3c(c2)OC(F)(F)O3)c1=O` gave ANO1 block inactive, KCNQ1 act inactive, KCNK3 block inactive, KCNK9 block inactive, RGS4 act inactive, SKKanGAS inh 31, KCNQ1 block inactive, ANO1 activ inactive, RGS4 inh inactive, hERG protect -7 and HDAC3 inh -1.
CN(C)c1ccc(NC(=O)CN2C(=O)CN=C(c3ccccc3)c3ccccc32)cc1 was read as ANO1 block inactive, KCNQ1 act inactive, KCNK3 block inactive, KCNK9 block inactive, RGS4 act inactive, SKKanGAS inh 3, KCNQ1 block inactive, ANO1 activ inactive, RGS4 inh inactive, hERG protect 0 and HDAC3 inh 10.
`O=C1NC(=O)N(c2ccc3c(c2)OCO3)C(=O)/C1=C\c1ccc(N2CCCCC2)o1` gave ANO1 block inactive, KCNQ1 act inactive, KCNK3 block inactive, KCNK9 block inactive, RGS4 act inactive, SKKanGAS inh 3, KCNQ1 block 9*, ANO1 activ inactive, RGS4 inh inactive, hERG protect -14 and HDAC3 inh 17.
Screening CCCCCCn1c(O)c(/C=N/N2CCCCCC2)c(=O)[nH]c1=O returned ANO1 block inactive, KCNQ1 act inactive, KCNK3 block inactive, KCNK9 block inactive, RGS4 act inactive, SKKanGAS inh 0, KCNQ1 block inactive, ANO1 activ inactive, RGS4 inh inactive, hERG protect -5 and HDAC3 inh 2.
Screening CN1C(=O)C(=Cc2ccccc2OCCOc2ccc([N+](=O)[O-])cc2)C(=O)N(C)C1=O returned ANO1 block inactive, KCNQ1 act inactive, KCNK3 block inactive, KCNK9 block inactive, RGS4 act inactive, SKKanGAS inh 6, KCNQ1 block inactive, ANO1 activ inactive, RGS4 inh inactive, hERG protect -7 and HDAC3 inh 14.
For C/C=C(\C)C(=O)N[C@@H](c1ccccc1)[C@@H](O)C(=O)O[C@H]1C[C@@]2(O)[C@@H](OC(=O)c3ccccc3)C3[C@](C)(C(=O)[C@H](OC(C)=O)C(=C1C)C2(C)C)[C@@H](O)C[C@H]1OC[C@@]31OC(C)=O (some centres not stated) the results were ANO1 block inactive, KCNQ1 act inactive, KCNK9 block inactive, RGS4 act inactive, SKKanGAS inh 7, KCNQ1 block inactive, RGS4 inh inactive, hERG protect -12 and HDAC3 inh 0.
Cn1c(O)c(/C=N/NC(=O)c2ccncc2)c(=O)n(C)c1=S was read as ANO1 block inactive, KCNQ1 act inactive, KCNK3 block inactive, KCNK9 block inactive, RGS4 act inactive, SKKanGAS inh 1, KCNQ1 block inactive, ANO1 activ inactive, RGS4 inh inactive, hERG protect -10 and HDAC3 inh 0.
For O=C(CSC1c2ccccc2-c2ccccc21)N/N=C/c1ccccc1O the results were ANO1 block inactive, KCNQ1 act inactive, KCNK3 block inactive, KCNK9 block inactive, RGS4 act inactive, SKKanGAS inh 5, KCNQ1 block 9*, ANO1 activ inactive, RGS4 inh inactive, hERG protect -12 and HDAC3 inh 2.
For COc1ccc(C2=NCc3nnc(C)n3-c3ccc(Cl)cc32)cc1Cl the results were ANO1 block inactive, KCNQ1 act inactive, KCNK3 block inactive, KCNK9 block inactive, RGS4 act inactive, SKKanGAS inh 6, KCNQ1 block inactive, ANO1 activ inactive, RGS4 inh inactive, hERG protect -14 and HDAC3 inh 2.
Screening COc1ccc(OCC(=O)N2CCN(C3CCC(c4ccccc4)CC3)CC2)cc1 (configuration not stated) returned ANO1 block inactive, KCNQ1 act inactive, KCNK3 block inactive, KCNK9 block inactive, RGS4 act inactive, SKKanGAS inh 2, KCNQ1 block inactive, ANO1 activ inactive, RGS4 inh inactive, hERG protect -10 and HDAC3 inh 5.
CC(C)(C)c1nc(NCc2ccc3c(c2)OCO3)c2nnn(Cc3ccccc3Cl)c2n1 was read as ANO1 block inactive, KCNQ1 act inactive, KCNK3 block inactive, KCNK9 block inactive, RGS4 act inactive, KCNQ1 block inactive, ANO1 activ inactive, RGS4 inh inactive, hERG protect -2 and HDAC3 inh -2.
For CC(=NCCN1CCOCC1)c1c(O)n(C2CCCCC2)c(=O)[nH]c1=O the results were ANO1 block inactive, KCNQ1 act inactive, KCNK3 block inactive, KCNK9 block inactive, RGS4 act inactive, SKKanGAS inh -9, KCNQ1 block inactive, ANO1 activ inactive, RGS4 inh inactive, hERG protect -5 and HDAC3 inh 13.
Screening O=C(O)Cn1cc(C(=O)c2ccccc2F)c2ccccc21 returned ANO1 block inactive, KCNQ1 act inactive, KCNK3 block inactive, KCNK9 block inactive, RGS4 act inactive, SKKanGAS inh -2, KCNQ1 block inactive, ANO1 activ inactive, RGS4 inh inactive, hERG protect -4 and HDAC3 inh 3.
Screening COc1ccc(C(=O)C2CCCN(Cc3ccccn3)C2)c(OC)c1 (configuration not stated) returned ANO1 block inactive, KCNQ1 act inactive, KCNK3 block inactive, KCNK9 block inactive, RGS4 act inactive, SKKanGAS inh -9, KCNQ1 block inactive, ANO1 activ inactive, RGS4 inh inactive, hERG protect -3 and HDAC3 inh 3.
